Source: PubChem
GPR55 activation: selective activators of receptor GPR55 – imaging, U2OS cells, beta-arrestin-GFP redistribution, primary screen (AID 1961); activation, % at 10 µM; hits with a dose series show EC50 in µM; U2OS GPR55 beta-arrestin-GFP redistribution imaging; higher % means a stronger effect; 290,000 tested, 0.048% active;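 active = activation above 40% with more than 50 cells counted in the well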;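 also: U2OS osteosarcoma cells stably expressing GPR55 and beta-arrestin-GFP; plate controls were DMSO negative control for no effect and LPI positive control for full effect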
SV40 large T antigen: SV40 large T antigen inhibitors, biochemical (AID 1903); SV40 large T antigen ATPase/helicase inhibition assay; higher % means a stronger effect; inhibition, % at 20 µM, or IC50 in µM where a hit was titrated; 310,000 tested, 0.39% active; in the data active = a potency from the dose series; also: strong numbers were not always called active
MgcRacGAP inhibition: MgcRacGAP GTPase-activating activity inhibitors, confirmation, biochemical, ADP Hunter fluorescence; MgcRacGAP-stimulated Rac1 GTP hydrolysis, ADP Hunter fluorescence; higher % means a stronger effect; GST-tagged Rac1 F28L mutant substrate; inhibition, % at 30 µM, or IC50 in µM where a hit was titrated; 340,000 tested, 0.6% active; AID 624330;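 active = first-screen hits whose inhibition reached a set limit at any dose in the follow-up dose series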;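 also: fluorescence reports GDP produced by GAP-driven GTP hydrolysis; strong numbers were not always called active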
GPR55 antagonists: inhibition of LPI-stimulated GPR55 beta-arrestin translocation – imaging, U2OS, beta-arrestin-GFP, LPI agonist, primary screen (AID 2013). U2OS GPR55 beta-arrestin-GFP translocation imaging, LPI antagonism; higher % means a stronger effect. inhibition, % at 10 µM; hits with a dose series show IC50 in µM. 290,000 tested, 0.13% active;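 active = spots per cell inhibited over 60%, with over 100 cells counted and total cytoplasm intensity under 500,000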;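 also: U2OS cells stably carrying GPR55 and arrestin-GFP stimulated by 5 µM LPI near EC80; imaged beta-arrestin-GFP aggregate spots per cell after agonist stimulation; plate controls were LPI-stimulated DMSO wells for no effect and DMSO wells without LPI for full effect; some results filed as inactive read as strong as hits; confirmed hits need IC50 under 10 µM and bright autofluorescent wells are also inconclusive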
NTR1 agonist: agonists of NTR1, primary screen, imaging, U2OS cells, beta-arrestin-GFP, high content (AID 493036); P30989; 330,000 tested, 0.17% active; activation, % at 20 µM; NTR1-U2OS beta-arrestin-GFP spot imaging, agonist mode;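 active = activation at or above 40% of the spot to cytoplasm intensity ratio, with at least 20 cells analyzed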;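 also: 0% = DMSO without peptide and 100% = 100 nM NTR1 peptide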
Target sequence (P30989 whole entry, looked up): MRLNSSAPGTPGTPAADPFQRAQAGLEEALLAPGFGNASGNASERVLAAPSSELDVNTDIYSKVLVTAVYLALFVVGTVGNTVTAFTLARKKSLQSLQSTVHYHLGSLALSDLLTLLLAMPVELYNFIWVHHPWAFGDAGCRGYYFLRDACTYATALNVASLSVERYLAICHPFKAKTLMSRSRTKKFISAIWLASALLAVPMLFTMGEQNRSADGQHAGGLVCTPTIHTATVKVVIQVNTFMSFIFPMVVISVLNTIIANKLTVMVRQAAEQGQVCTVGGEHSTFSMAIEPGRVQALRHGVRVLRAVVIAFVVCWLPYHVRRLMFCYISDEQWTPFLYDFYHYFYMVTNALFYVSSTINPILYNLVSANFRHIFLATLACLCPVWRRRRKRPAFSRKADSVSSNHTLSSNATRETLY
GPR35 arrestin U2OS: inhibition of zaprinast-stimulated GPR35 beta-arrestin translocation – imaging, U2OS, beta-arrestin-GFP, zaprinast agonist, primary screen (AID 2058) | 290,000 tested, 0.052% active | U2OS GPR35 beta-arrestin-GFP translocation imaging, zaprinast antagonism; higher % means a stronger effect | inhibition, % at 10 µM, or IC50 in µM where a hit was titrated;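 active = inhibition of at least 50% with at least 30 cells and total cytoplasm GFP at most 10,000,000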
Yfh1-depleted yeast: mitochondrial function rescue without frataxin homolog – Friedreich's ataxia, plus single-dose screen, dose response (AID 1465); 220,000 tested, 0.074% active; one-dose fold induction at 50 µM; EC50 in µM for titrated hits; S. cerevisiae Yfh1-off respiration, WST-1 reduction, 72 h; higher fold induction means a stronger effect;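 active = fold induction of absorbance versus untreated yeast above a set limit, then at least 30% activation at any dose in follow-up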;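 also: activators that raise dye reduction in frataxin-depleted yeast; strong numbers were not always called active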
AID2073: inhibitors of Mint1-CaV2.2 protein interaction, biochemical, HTRF (AID 2073). 290,000 tested, 0.19% active. HTRF protein-protein interaction, Mint1-CaV2.2; higher % means a stronger effect. inhibition, % at 20 µM, or IC50 in µM where a hit was titrated; in the data active = inhibition mostly above about 51%, no sharp cut-off; also: some results filed as inactive read as strong as hits
Dengue-2 NS5 capping: Dengue-2 NS5 methyltransferase inhibitors, primary screen, biochemical, confirmation dose response (AID 588689) | Dengue-2 NS5 methyltransferase capping enzyme assay, biochemical; higher % means a stronger effect | inhibition, % at 25 µM, or IC50 in µM where a hit was titrated | 340,000 tested, 0.3% active; in the data active = a potency from the dose series
NTR1 agonist cell count 20 µM: recorded beside NTR1 agonist, whose call it bears; cell count; measured here: cell count, cytotoxicity flag
Dengue-2 NS5 capping pilot replicate: also measured in Dengue-2 NS5 capping; calls as there; inhibition, %; measured here: pilot screen replicate inhibition
* = called active by the depositor; i = inactive; x = not tested or not shown.

SMILES | GPR55 activation | SV40 large T antigen | MgcRacGAP inhibition | GPR55 antagonists | NTR1 agonist | NTR1 agonist cell count 20 µM | GPR35 arrestin U2OS | Yfh1-depleted yeast | AID2073 | Dengue-2 NS5 capping | others
CN(Cc1cccc(Cl)c1)C(=O)C1CCC(=O)N(C2CC2)C1 (stereo unspecified) | -0.2% | x | 5% | 1% | -0.7 | 68 | 10% | x | 8% | -1%
CCN(CC)C(=O)CC(c1ccc(F)cc1)c1ccc(OC(C)C)cc1 (stereo unspecified) | 0.5% | 24% | x | 4% | x | x | 0% | i | -4% | x
Cc1cccc2cc(CN(Cc3cccs3)C3(c4nnnn4C4CCCC4)CCCC3)c(=O)[nH]c12 | 0.5% | x | 8% | 42% | 4.3 | 57 | 4% | i | 1% | -5%
CC(=O)c1c(C)[nH]c(C(=O)NC2CCCCC2)c1C | 0.6% | 5% | 6% | 6% | 0.3 | 61 | 5% | x | -9% | -2%
Cc1ccc(C)c(S(=O)(=O)N2CCN(C(=O)Cn3[nH]c(=O)c4ccccc4c3=O)CC2)c1 | x | 0% | -2% | x | -0.8 | 50 | x | x | x | 8%
CC1=C(C(=O)NCCc2ccc(C)cc2)C2(CCC(C)CC2)OC1=O (stereo unspecified) | 0.2% | -4% | 8% | -4% | 0.3 | 56 | -14% | i | -7% | 3%
CCCn1c(C)cc(/C=C(\C#N)C(=O)O)c1C | -0.2% | 7% | 6% | 10% | -1.3 | 80 | 5% | i | 6% | 6%
CC(=O)Nc1ccc(S(=O)(=O)NC2CC(=O)N(c3ccc(C)c(C)c3)C2)cc1 (stereo unspecified) | x | 0% | 2% | x | 0.6 | 76 | x | x | x | -8%
COc1ccc(C2CCCN2C(=O)Nc2ccc(F)cc2)cc1OC (stereo unspecified) | -0.2% | 7% | 1% | 0% | -1.2 | 99 | 2% | x | 37% | 3%
COCC(=O)N/N=C\c1cccc(OC)c1OC/C=C/c1ccccc1 | 0.2% | 9% | -1% | 8% | 4.1 | 66 | -4% | x | 16% | 0%
COc1ccc(CCNC(=O)c2ccc3c(=O)n(Cc4ccco4)c(=S)[nH]c3c2)cc1OC | 0.3% | 13% | 14% | -5% | -0.1 | 67 | 6% | i | 50% | -7%
CC(C)CN(CCCNC(=O)CN1C(=O)COc2ccc(S(=O)(=O)N3CCCC3)cc21)CC(C)C | 0.6% | 0% | 2% | 14% | -1.3 | 34 | 4% | i | -4% | -4%
COc1ccccc1Nc1c2c(nc3ccccc13)CCC2 | -0.2% | 7% | -2% | -5% | 2.4 | 39 | 2% | x | -5% | -10%
NC(=O)Nc1n[nH]c(-c2ccccc2)n1 | -0.1% | 6% | 2% | 9% | x | x | -3% | i | 21% | -4%
O=C(c1cccc(S(=O)(=O)NCCOc2ccccc2)c1)N1CCN(c2ncccn2)CC1 | -0.2% | 4% | -2% | 0% | 0.4 | 69 | -7% | i | 12% | 1%
COc1ccc(CC(NC(C)=O)C(=O)NC2CCN(C(=O)c3ccc([N+](=O)[O-])cc3)CC2)cc1OC (stereo unspecified) | -1.5% | 0% | 6% | 4% | 0.4 | 59 | 12% | i | 9% | 6%
Cc1cccc(NC(=O)N2CCN(Cc3ccc4c(c3)OCO4)CC2)c1C | -0.1% | 21% | 2% | 8% | 1.6 | 89 | -11% | i | -4% | -12%
Cc1ccc(C(=O)N2CCN(Cc3ccc4c(c3)OCO4)CC2)cc1S(=O)(=O)N1CCOCC1 | -0.1% | 12% | -8% | -6% | -2.4 | 53 | 3% | i | -3% | -7%
CCOC(=O)C1CN(S(=O)(=O)c2cccs2)c2ccc(CC(=O)OC)cc2O1 (stereo unspecified) | 0.2% | 25% | 6% | 27% | 0.6 | 57 | 1% | x | 6% | 2%
CC(=O)c1cc(C#N)c(SCc2ccccc2)nc1C | -0.2% | 1% | 4% | 5% | 10 | 48 | 8% | i | -2% | -7%
COc1cc(NC(=O)c2ccc(S(=O)(=O)N(C)C)cc2)cc(OC)c1OC | 0.2% | -6% | 2% | -1% | 0.6 | 49 | 2% | i | 2% | 2%
CCOc1ccc2[nH]c(C)c(CN3CCN(C)CC3)c(=O)c2c1 | -0.1% | 6% | 9% | 4% | -1.3 | 89 | -2% | i | 4% | -1%
COc1ccc(NS(=O)(=O)c2c(C)n(C)c(=O)n(C)c2=O)cc1OC | 0.3% | 11% | 13% | -9% | -1.6 | 98 | -1% | x | -1% | -6%
O=C(/C=C/c1ccc(-c2cccc([N+](=O)[O-])c2)o1)N1CCOCC1 | -0.1% | 14% | x | 0% | -0.6 | 62 | -11% | i | -18% | x
CC(C)C[C@H](N)c1cn([C@@H](Cc2ccc(O)cc2)C(=O)N2CCNCC2)nn1 | 0.2% | 6% | 6% | 17% | -0.6 | 108 | 8% | i | 41% | 0%
O=C(Nc1ccc(F)cc1)C1CCCCC1 | 0.4% | -2% | 11% | 2% | -0.4 | 37 | 8% | i | -10% | -4%
O=C(CN(Cc1ccc2c(c1)OCO2)C(=O)CNC(=O)c1ccco1)NC1CCCCC1 | -0.2% | 4% | 5% | 5% | 1.3 | 89 | -4% | i | 10% | -4%
O=C(c1ccc(Cl)c(Cl)c1)N1CCC(=O)N(C(CO)Cc2ccccc2)CC1 (stereo unspecified) | x | 6% | 6% | x | 15 | 58 | x | i | x | -6%
CCOc1ccccc1Nc1nnc(Cc2ccccc2Cl)c(=O)[nH]1 | -0.1% | 7% | -3% | -12% | -1.6 | 75 | 20% | i | 19% | 0%
CCCCn1nnnc1SCC(=O)N(CC)CC | -0.1% | 6% | 7% | 2% | -1.8 | 57 | -2% | i | 13% | -11%
COc1ccc(/C=N/NC(=O)c2ccc3nc[nH]c3c2)c(OC)c1 | -0.2% | 13% | -2% | 3% | 0.0 | 63 | -11% | x | -10% | -4%
CCC1=C([N+](=O)[O-])C(c2ccc3c(c2)OCO3)NC(=O)N1 (stereo unspecified) | -0.1% | 4% | 2% | -4% | -2.1 | 61 | 4% | x | 8% | -2%
Cc1nn(CC(C)C)c2sc(C(=O)NC3CC(C)(C)NC(C)(C)C3)cc12 | 0.4% | 8% | 7% | 5% | -0.2 | 38 | 1% | x | 7% | -7%
Cc1ccc(N2CS(=O)(=O)/C(=C/N(C)C)C2=O)cc1 | -0.1% | 14% | 13% | -10% | -1.7 | 83 | 27% | x | -8% | -9% | Dengue-2 NS5 capping pilot replicate=1.7
c1ccc2[nH]cnc2c1 | x | 14% | 2% | x | 6.3 | 55 | x | i | x | 3%
Cc1ccc(/C=N/Nc2nc(N3CCCCC3)nc(N3CCCCC3)n2)o1 | -0.4% | 26% | 6% | 13% | 0.2 | 28 | -8% | i | 7% | -9%
CCCCC(=O)OCC(=O)N1N=C(c2c[nH]c3ccccc23)C(O)C1c1ccc(OC)cc1 (stereo unspecified) | -0.1% | 7% | 3% | -4% | 22 | 56 | 2% | x | 13% | -1%
COc1ccc(OCCSc2nnc(C)n2-c2ccccc2)cc1 | 0.0% | 10% | 3% | -2% | -0.9 | 100 | -4% | i | -5% | 2%
O=C(Cc1cccc2ccccc12)Nc1ccc(N2CCOCC2)cc1 | 0.0% | 8% | 7% | 0% | -0.3 | 44 | 4% | i | 6% | 2%
Cc1ccc(N/C=C2\C(=O)C3(C)CCC2C3(C)C)cc1C (stereo unspecified) | -0.3% | 25% | 1% | -1% | -0.1 | 37 | -13% | i | 6% | x
O=C(O)C1=C(C(=O)Nc2cc(C(F)(F)F)ccc2Cl)CCCC1 | 0.6% | -1% | -11% | 8% | 1.5 | 50 | 17% | i | -7% | -7%
Cc1nn(-c2ccc([N+](=O)[O-])cc2)c2c1C(c1ccc(OC(F)F)cc1)N1C(=N2)C(=O)Nc2ccccc21 (stereo unspecified) | -0.1% | 12% | 8% | 1% | 2.1 | 45 | -1% | i | 33% | -12%
CCOC(=O)c1c(NC(=O)C2=C(C)NC(=S)NC2c2ccc(C)cc2)sc(C)c1C (stereo unspecified) | 1.1% | 4% | 8% | <0.5µM* | 13 | 66 | -3% | i | 25% | -7%
O=C(NCC1CCCCC1)c1cc([N+](=O)[O-])ccc1N1CCOCC1 | -0.2% | 5% | 4% | 3% | -0.3 | 52 | -3% | i | -2% | -3%
CCC(C)c1ccccc1OCCCNC1CCCC1 (stereo unspecified) | -0.1% | 5% | 22% | 19% | 4.3 | 74 | 2% | x | 5% | -11% | Dengue-2 NS5 capping pilot replicate=3.4
COc1ccc(N2C(=O)C3CCCN3C2c2cccc(OC)c2OC)cc1 (stereo unspecified) | 0.7% | 2% | 5% | 9% | -1.6 | 55 | 8% | i | 0% | -2%
CSc1oc(-c2ccco2)nc1S(=O)(=O)c1ccc(F)cc1 | 1.0% | 12% | -5% | 6% | 1.4 | 60 | -13% | i | 11% | -3%
NC(=O)c1nsc(C(=O)N(CCCN2CCOCC2)C(C(=O)NC2CCCCC2)c2ccc(Cl)cc2)c1N (stereo unspecified) | -0.3% | 0% | 2% | -6% | -0.3 | 42 | 4% | x | 2% | -11%

Not a retest: an excerpt of the list.
SMILES | GPR55 activation | SV40 large T antigen | MgcRacGAP inhibition | GPR55 antagonists | NTR1 agonist | NTR1 agonist cell count 20 µM | GPR35 arrestin U2OS | Yfh1-depleted yeast | AID2073 | Dengue-2 NS5 capping | others
Cc1nn(-c2ccc([N+](=O)[O-])cc2)c2c1C(c1ccc(OC(F)F)cc1)N1C(=N2)C(=O)Nc2ccccc21 (stereo unspecified) | -0.1% | 12% | 8% | 1% | 2.1 | 45 | -1% | i | 33% | -12%
CCOC(=O)c1c(NC(=O)C2=C(C)NC(=S)NC2c2ccc(C)cc2)sc(C)c1C (stereo unspecified) | 1.1% | 4% | 8% | <0.5µM* | 13 | 66 | -3% | i | 25% | -7%
O=C(NCC1CCCCC1)c1cc([N+](=O)[O-])ccc1N1CCOCC1 | -0.2% | 5% | 4% | 3% | -0.3 | 52 | -3% | i | -2% | -3%
CCC(C)c1ccccc1OCCCNC1CCCC1 (stereo unspecified) | -0.1% | 5% | 22% | 19% | 4.3 | 74 | 2% | x | 5% | -11% | Dengue-2 NS5 capping pilot replicate=3.4
COc1ccc(N2C(=O)C3CCCN3C2c2cccc(OC)c2OC)cc1 (stereo unspecified) | 0.7% | 2% | 5% | 9% | -1.6 | 55 | 8% | i | 0% | -2%
CSc1oc(-c2ccco2)nc1S(=O)(=O)c1ccc(F)cc1 | 1.0% | 12% | -5% | 6% | 1.4 | 60 | -13% | i | 11% | -3%
NC(=O)c1nsc(C(=O)N(CCCN2CCOCC2)C(C(=O)NC2CCCCC2)c2ccc(Cl)cc2)c1N (stereo unspecified) | -0.3% | 0% | 2% | -6% | -0.3 | 42 | 4% | x | 2% | -11%
